# KLF5 inhibitor = suppresses KLF5 promoter-driven expression; AID 1700; DLD-1 KLF5 promoter-luciferase reporter, luminescence; 0.23% of 290,000 active; inhibition, % at 5 µM;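 active = inhibition above a per-plate limit of that plate's mean compound inhibition plus 3 SD, cut at about 60% in these data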;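 note: 0% = DMSO wells and 100% = LY294002 at 200 µM; higher means less KLF5 promoter-driven luciferase light; inactives centre near -14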
# GSK3 alpha inh = inhibitors of human GSK-3 alpha kinase | AID 2650 | inhibition, % at 10 µM | ADP-Glo luminescence, 60 min | 0.1% of 320,000 active | P49840;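 in the data active = inhibition above about 50%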;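 note: GST-tagged GSK-3 alpha with peptide substrate and 25 µM ATP; 0% = DMSO neutral wells and 100% = GW8510 positive control wells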
# Target sequence (P49840 whole entry, looked up): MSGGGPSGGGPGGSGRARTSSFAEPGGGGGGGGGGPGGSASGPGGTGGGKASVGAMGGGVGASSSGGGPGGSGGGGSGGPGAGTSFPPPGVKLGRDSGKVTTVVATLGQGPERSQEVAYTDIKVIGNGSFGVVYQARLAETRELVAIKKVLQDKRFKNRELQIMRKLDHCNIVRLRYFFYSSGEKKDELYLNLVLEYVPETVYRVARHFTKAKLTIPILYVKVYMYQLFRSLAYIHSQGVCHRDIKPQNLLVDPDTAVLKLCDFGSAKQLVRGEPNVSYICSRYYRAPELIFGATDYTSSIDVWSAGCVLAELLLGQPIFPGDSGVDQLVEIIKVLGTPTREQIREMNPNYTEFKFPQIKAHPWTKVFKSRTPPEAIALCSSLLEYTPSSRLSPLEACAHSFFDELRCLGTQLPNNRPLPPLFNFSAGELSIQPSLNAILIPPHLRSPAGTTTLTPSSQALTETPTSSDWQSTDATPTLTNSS
# HSF1 activator = increases HSF-1 driven luciferase reporter signal; NIH3T3-HGL HSF-1 luciferase reporter, MG132, 8 h; 100% = twice DMSO control signal; 1.7% of 300,000 active; activation, % at 9 µM;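 active = mean replicate activation of at least 50% with a set share of replicates each reaching 50%; inconclusive = only one of those two conditions met; inactive = mean below 50% and too few replicates reaching it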;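 note: 0% = median of the neutral control wells and 100% = twice that signal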
# HSP90 inh = inhibitors of HSP90 luciferase refolding in rabbit reticulocyte lysate; luciferase refolding luminescence, 3 h; inhibition, % at 5.6 µM; 0.91% of 290,000 active;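 active = inhibition above the screen-wide mean plus 3 SD, computed separately per campaign, cut at about 16% in these data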;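 note: 0% = DMSO wells and 100% = 60 µM geldanamycin wells; inhibitors lower the luminescence because luciferase stays unfolded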
# PolyA inhibitor = blocks polyadenylation in yeast reporter cells; 0.02% of 300,000 active; calls only at 12 µM; S. cerevisiae SKY197-pL101 polyadenylation reporter, beta-gal luminescence; efflux-impaired pdr1/pdr3 knockout yeast; score 100 = 6 SD above DMSO;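 active = lowest replicate activity score at least 50, where 100 means six control SD above control mean; inconclusive = lowest score under 50 but half or more replicates reach 50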;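 note: yeast exposed to compound for 9 h at 30 °C; higher score means more reporter readthrough which indicates perturbed polyadenylation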
# aSyn UTR inh = MLPCN primary screen, SNCA 5' untranslated region; alpha-synuclein 5'UTR reporter, inhibitor activity; inhibition, % (tested at 7.5 µM); 0.82% of 300,000 active; AID 1813; in the data active = inhibition above about 60%; inconclusive = no clear call, values can overlap the other calls;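 note: H4 neuroglioblastoma cells stably carrying SNCA 5'UTR luciferase fusion; 0% = DMSO wells and 100% = positive control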
# HSF1 inh = HSF1 inhibition; AID 2098; activity change, negative = inhibition, % at 7.5 µM (by protocol); 0.77% of 300,000 active; NIH3T3-HGL HSE-luciferase, MG132-induced, luminescence 8 h; active compounds read low;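 active = more than half of replicate wells show activity change below -50%, luminescence cut by over half; inconclusive = some wells, but at most half, below -50%; inactive = no replicate well below -50%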;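 note: luciferase reports HSF-1 transcriptional activity via heat shock element; 0% = median of DMSO wells and -100% = zero luminescence signal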
# IEC-6 tox = kills IEC-6 intestinal cells in KLF5 counter-screen; IEC-6 cytotoxicity, luminescence viability; inhibition, % at 5 µM; 0.78% of 290,000 active; in the data active = inhibition above about 22%;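 note: 0% = plate median of test compound wells and 100% = cytotoxic reference compound wells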
# GSK3B inh = blocks human GSK3beta kinase activity; AID 2097; activity score (negative = inhibition), % at 10 µM; GST-GSK3beta kinase, ADP-Glo luminescence, 60 min; active compounds read low; 0.038% of 300,000 active; P49841;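 active = more than half of replicate wells score below -50%, meaning over 50% inhibition versus plate controls; inconclusive = some replicates but at most half score below -50%; inactive = no replicate scores below -50%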;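 note: 0% = median DMSO wells and -100% = median GW8510 positive control wells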
# Target sequence (P49841 whole entry, looked up): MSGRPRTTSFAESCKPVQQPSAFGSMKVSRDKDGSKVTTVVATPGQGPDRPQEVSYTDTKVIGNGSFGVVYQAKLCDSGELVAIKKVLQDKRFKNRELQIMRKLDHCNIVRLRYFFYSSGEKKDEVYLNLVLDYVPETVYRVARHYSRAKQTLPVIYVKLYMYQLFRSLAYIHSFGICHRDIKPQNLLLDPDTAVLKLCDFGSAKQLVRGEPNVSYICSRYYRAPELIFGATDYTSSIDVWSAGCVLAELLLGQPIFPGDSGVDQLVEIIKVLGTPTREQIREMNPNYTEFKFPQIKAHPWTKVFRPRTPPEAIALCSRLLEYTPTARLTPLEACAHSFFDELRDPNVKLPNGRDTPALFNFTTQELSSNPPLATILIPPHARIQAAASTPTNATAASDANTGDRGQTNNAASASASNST
#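 Test system: GST-tagged human GSK3beta kinase, cell-free; evaluation: activity score scaled between in-plate DMSO and GW8510 controls; measured by: ADP-Glo luminescence; incubation: 60 min reaction, RT; benchmarks: DMSO and 20 µM GW8510; reagent: peptide substrate plus 25 µM ATP (final); medium: Tris/MgCl2 kinase buffer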
# AI-2 QS modul = modulators of Vibrio harveyi AI-2 quorum sensing system; Vibrio harveyi JMH597 AI-2 luminescence/OD600 ratio, 9 h; active compounds read low; strain lacks LuxN and CqsS sensors; 0 = neutral-control median; activity change, % at 7.5 µM; 0.4% of 300,000 active; AID 2094; in the data active = activity change below about -75%, passing the limit was not always enough; inconclusive = no clear call, values can overlap the other calls;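 note: luminescence divided by OD600 gain over 9 h not by final OD600 alone; inactives centre near 13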
# * = called active by the depositor; i = inactive; u = inconclusive; x = not tested or not shown. Some of the compounds tested; rates above refer to the full screens.
SMILES,KLF5 inhibitor,GSK3 alpha inh,HSF1 activator,HSP90 inh,PolyA inhibitor,aSyn UTR inh,HSF1 inh,IEC-6 tox,GSK3B inh,AI-2 QS modul
CC1(C)CC(=O)C2=C(C1)OC(N)=C(C#N)C21C(=O)N2CCCc3cccc1c32 (stereo unspecified),-16,-2,-1,3,i,-3,-3,5,0,19
Cc1occc1C(=O)NNC(=O)C1CCCCC1,-11,2,0,-2,i,5,-6,4,0,22
CCCCNC(=O)C1CCN(C(=O)C2CCN(S(=O)(=O)c3ccc(C)cc3)CC2)CC1,-16,0,-1,1,i,5,4,-3,-2,27
COc1ccc(OC)c(C(=O)COC(=O)c2ccccc2O)c1,-30,1,11,1,i,-41,2,-5,-2,16
CCCCCC(=O)N1CC2(CC(c3cccc(NC(=O)CC(c4ccccc4)c4ccccc4)c3)=NO2)C[C@@H]1C(N)=O (stereo partly specified),x,-2,-3,x,i,10,9,x,4,15
O=S(=O)(NC(=NCc1ccccc1)c1ccccc1)c1ccc(Br)cc1,-8,1,-1,4,i,23,-2,3,3,21
Cn1c(SCc2ccccc2)nnc1-c1ccncc1,-23,5,9,-1,i,-25,-1,-2,2,21
CC(C)N1CC(O)=C(c2nc3ccccc3c(=O)[nH]2)C1=N,-23,0,1,7,i,-75,3,2,3,8
COc1cc(NS(=O)(=O)c2ccc(F)cc2)c(C(=O)O)cc1OC,25,-1,-4,1,i,-6,2,5,-5,10
COc1ccccc1CN1C(=NC(=O)C2CCCCC2)SC2CS(=O)(=O)CC21 (stereo unspecified),-19,-1,1,3,i,1,-5,4,3,6
Cc1noc(C)c1S(=O)(=O)N1CCCC(C(=O)NCc2ccccn2)C1 (stereo unspecified),16,0,-5,-4,i,-35,0,-6,-1,27
O=C(Nc1nc2cc(Cl)ccc2s1)C1CCCN(S(=O)(=O)c2cccc3cccnc23)C1 (stereo unspecified),-51,0,19,-2,i,-2,3,-4,-2,26
CC(C)c1ccc(CNc2cc(N3CCCC3)ccc2[N+](=O)[O-])cc1,18,2,-5,-1,i,35,0,-4,3,9
N=c1c(C(=O)NCc2ccco2)cc2c(=O)n3ccccc3nc2n1Cc1ccc(Cl)cc1,-4,2,20,9,i,-32,25,-12,9,21
CC1CCCC(NC(=O)c2cccc(S(=O)(=O)N3CCCCC3)c2)C1C (stereo unspecified),-7,1,-10,-3,i,20,-2,1,-3,3
O=C(NC1=NCCS1)c1cc(Cl)ccc1Cl,-30,-1,-2,-1,x,11,2,2,1,6
CCC(C)NC(=S)Nc1ccccc1 (stereo unspecified),-16,x,0,1,i,18,0,0,-2,9
O=C(O)CC12CC3CC(C1)CC(n1ncc(N4CCC5(CC4)OCCO5)c(Cl)c1=O)(C3)C2,-10,-2,-11,-2,i,3,-6,3,0,20
Cc1onc(-c2c(F)cccc2Cl)c1C(=O)N(Cc1ccccc1)C(C)C,-14,-1,5,-8,i,7,8,-6,2,0
CCc1ccc(/C=N/NC(=O)c2cc(-c3ccccc3OC)nc3ccccc23)s1,-40,1,2,-2,i,20,8,1,1,38
Cc1ccccc1-n1c(SCC(=O)N2CCC(C(=O)O)CC2)nnc1-c1ccncc1,8,0,8,-2,i,12,-3,-2,0,23
COc1ccc(OCC(=O)N2CCN(C(=O)c3ccccc3)CC2)cc1,-18,-1,-9,5,i,-14,-11,2,-1,4
COc1cccc(C(=O)O/N=C2\CCS(=O)(=O)c3sccc32)c1,-6,-2,14,-4,i,-6,2,-5,-4,-1
Cc1ccc(C(=O)Nc2nnc(COc3ccccc3)s2)cc1,3,-3,5,1,i,-12,1,0,2,-2
CSc1ccc(S(=O)(=O)NCC(=O)OCC(=O)N(C)CC(=O)Nc2ccccc2Cl)cc1[N+](=O)[O-],x,2,7,x,i,4,3,x,-4,-6
CCOC(=O)c1[nH]nc(-c2cc(CC)c(O)cc2O)c1-c1cscn1,-6,4,-6,8,i,-24,-6,3,-5,27
O=C(O)CNS(=O)(=O)/C=C/c1ccccc1,0,-1,-1,-1,i,21,-3,-1,-3,34
CC(C)C(NS(=O)(=O)c1cccc2nsnc12)C(=O)N1CCCCC1 (stereo unspecified),-27,0,-2,-2,i,21,2,6,-2,3
Cc1cc(/C=N/NS(=O)(=O)c2ccc(F)c(Cl)c2)no1,1,0,2,1,i,-10,-5,0,3,25
Cc1cc2cc(CN(CC3CCCO3)C(=S)NCc3ccco3)c(=O)[nH]c2cc1C (stereo unspecified),-6,0,44,2,i,1,17,-4,-1,16
CCSc1nnc(NC(=O)C2(C)Cc3ccccc3C(=O)O2)s1 (stereo unspecified),-27,-3,12,6,i,15,5,2,-1,9
Cc1cc2c(c(SCC#N)n1)C(=O)OC2,-7,-2,-18,1,i,-5,-1,3,2,17
COc1ccc(NC(=O)CSc2nnc(Cc3ccccc3)o2)c(OC)c1,15,-4,-1,1,i,6,0,3,5,28
CCOn1c(=O)c(=O)n(OCc2ccccc2)c2ccccc21,-4,0,-2,2,i,16,-5,-2,0,6
CN(C)c1ncc(C(=O)O)cn1,-31,4,18,4,i,-17,-2,-2,1,11
CCCC(O)(c1ccc(Br)cc1)C(CN1CCOCC1)c1ccc(Cl)cc1 (stereo unspecified),-4,0,7,0,i,3,3,-8,-1,4
CCN(CC)S(=O)(=O)c1ccc2nc(COC(=O)c3n[nH]c4ccccc34)[nH]c2c1,-18,0,2,4,i,10,-3,-6,-15,64
CN(Cc1ccccc1)C(=O)CSc1nc2c(c(C(F)(F)F)n1)CCc1ccccc1-2,-44,1,3,2,i,10,1,-4,4,14
CCOc1ccc(NC(=O)CSc2nnc(C(C)C)n2CC)cc1,-40,2,8,1,i,1,-1,-3,-3,15
CC1Cc2ccccc2N1C(=O)CSc1nnc2c(n1)[nH]c1ccccc12 (stereo unspecified),-28,x,-4,-1,i,5,2,-2,-5,29

# Next part; it opens with the 2 that closed the last part.
SMILES,KLF5 inhibitor,GSK3 alpha inh,HSF1 activator,HSP90 inh,PolyA inhibitor,aSyn UTR inh,HSF1 inh,IEC-6 tox,GSK3B inh,AI-2 QS modul
CCOc1ccc(NC(=O)CSc2nnc(C(C)C)n2CC)cc1,-40,2,8,1,i,1,-1,-3,-3,15
CC1Cc2ccccc2N1C(=O)CSc1nnc2c(n1)[nH]c1ccccc12 (stereo unspecified),-28,x,-4,-1,i,5,2,-2,-5,29
CCOc1ccc(-c2cc(C(=O)NCCCn3ccnc3)c3cc(Br)ccc3n2)cc1,-6,2,26,-4,i,u,-1,8,5,9
N=c1oc2c3c4c(cc2cc1C(=O)Nc1ccccc1)CCCN4CCC3,7,1,-6,1,i,-276,0,-8,4,28
CCCC(=O)Nc1cc(OC)c(C(=O)OC)cc1Cl,-1,-1,-5,-3,i,7,-7,-2,-1,18
COc1ccc(Cn2c(=O)[nH]c3cc(C(=O)N4CCN(c5ccc(OC)cc5)CC4)ccc3c2=O)cc1,-14,-2,-1,-4,i,26,0,0,-1,31
COc1cc(O)c(C(C)=O)cc1OC,-25,1,-6,0,i,5,-3,-2,1,9
COC(=O)c1sccc1NC(=O)CC1C(=O)NCCN1C(=O)c1ccc(C)c(C)c1 (stereo unspecified),14,0,-4,2,i,13,-4,-3,15,0
COc1ccccc1/C=C1\SC(=S)N(NS(=O)(=O)c2ccc(C)cc2)C1=O,-14,-9,-6,1,i,26,-1,-3,4,-12
CN(C)S(=O)(=O)c1cccc(C(=O)Nc2cc3c(cc2C(=O)O)OCCCO3)c1,-41,-3,-11,-6,i,3,-2,-3,1,15
CN(c1ccccc1C(=O)N1CCN(c2cccc(Cl)c2)CC1)S(C)(=O)=O,-13,1,16,-2,i,27,3,-2,-1,6
O=C(N/C(=C\c1ccc(Br)cc1)C(=O)N1CCCC1)c1cccs1,-13,-2,6,0,i,26,-10,5,2,5
CCNC(=S)N(Cc1ccco1)Cc1cc2cc3c(cc2[nH]c1=O)OCCO3,-17,-1,62*,2,i,18,33,1,-1,11
CCOc1ccc(CCNC(=O)CN2C(=O)NC3(CCCCC3)C2=O)cc1OCC,x,0,-5,x,i,10,-4,x,1,20
O=C(NN1CCOCC1)c1cccc(F)c1,x,-1,13,x,i,2,-5,x,2,5
CN1/C(=C/C=N/n2cnnc2)C(C)(C)c2ccccc21,-16,2,2,-1,i,11,-2,9,-4,29
CCC(C(=O)Nc1ccc2[nH]ncc2c1)c1ccccc1 (stereo unspecified),-6,12,-35,-1,i,11,-19,-15,2,6
CCOc1cc(C(N)=O)cc(Br)c1OCC,-40,6,-13,-6,i,-7,-17,1,-1,13
CC(C)Cc1nc(C(N)=O)c2[nH]c(=O)n(-c3ccc(F)cc3)c2n1,2,-2,1,-1,i,12,-8,-2,6,31
O=S(=O)(NCCCc1ccccc1)c1ccccc1,-26,0,0,7,i,-7,-5,7,2,u
COc1ccc(Nc2nc(N)nc(CSC(=S)N3CCCCC3C)n2)cc1 (stereo unspecified),-13,-2,25,-2,i,-16,12,5,0,x
NS(=O)(=O)c1ccc(CCNC(=O)CCCC2=NS(=O)(=O)c3ccccc3N2)cc1,1,0,-4,2,i,3,-2,3,-1,16
COC(=O)c1onc(-c2c(C)cc(C)cc2C)c1C(=O)OC,-6,-1,-4,-2,i,23,-4,1,2,14
Cc1cc(C)c(OCC(=O)Nc2ccccc2N2CCCCC2)c(C)c1,x,0,-2,x,i,19,-1,x,0,-4
COc1ccc(Cc2nnc(NS(=O)(=O)c3ccccc3)s2)cc1,13,-3,9,5,i,17,4,-7,1,19
CN(C)C(CNC(=O)C1CCN(S(=O)(=O)c2cccc(Cl)c2Cl)CC1)c1ccccc1 (stereo unspecified),-18,-1,-3,2,i,-8,6,-3,1,26
CCC(=O)N1CCN(c2ccc(NC(=O)c3cc4ccccc4o3)cc2Cl)CC1,-2,0,-4,1,i,-30,-2,-1,3,26
CNC(=O)c1sc(N2N=C3/C(=C/c4ccccc4)CCCC3C2c2ccccc2)nc1C (stereo unspecified),2,-1,30,1,i,-2,3,3,-2,35
Cc1ccnc(N2CCCC(C(=O)NC3CC3)C2)n1 (stereo unspecified),-6,0,1,-3,i,5,-1,-11,0,14
Cc1cc(NC(=O)c2cccc(S(=O)(=O)N3CCOCC3)c2)c2ccccc2n1,-40,-3,1,-2,i,9,-3,3,-1,22
O=C(NC1CCN(Cc2ccccc2)CC1)c1cc(-c2ccccn2)nc2ccccc12,-33,-7,8,6,i,-8,2,2,-1,20
C=CCn1c(=O)c2ccccc2n2c(SC(C)C(=O)Nc3nc(-c4ccccc4)cs3)nnc12 (stereo unspecified),-9,-2,25,3,i,17,4,4,1,5
O=C(CN(Cc1cccs1)C(=O)c1csnn1)NC1CCCC1,-11,-2,17,-5,i,-1,-3,-15,0,17
